GPT2 inh = GPT2 alanine aminotransferase inhibition | Q8TD30 | Recombinant GPT2, coupled pyruvate oxidase/HRP Amplex Red fluorescence | Potency, µM (doses to about 57.7 µM), without a hit: at the top dose activity change, negative = inhibition, most hits filed as inhibitors | hit rate 0.25% among 100,000 | AID 1671188; further: potency means the concentration at half of the fitted maximal effect; nearly all actives have a fitted effect of over 60% in size; many of its hits are not listed in these tables
Target sequence (Q8TD30 whole entry, looked up): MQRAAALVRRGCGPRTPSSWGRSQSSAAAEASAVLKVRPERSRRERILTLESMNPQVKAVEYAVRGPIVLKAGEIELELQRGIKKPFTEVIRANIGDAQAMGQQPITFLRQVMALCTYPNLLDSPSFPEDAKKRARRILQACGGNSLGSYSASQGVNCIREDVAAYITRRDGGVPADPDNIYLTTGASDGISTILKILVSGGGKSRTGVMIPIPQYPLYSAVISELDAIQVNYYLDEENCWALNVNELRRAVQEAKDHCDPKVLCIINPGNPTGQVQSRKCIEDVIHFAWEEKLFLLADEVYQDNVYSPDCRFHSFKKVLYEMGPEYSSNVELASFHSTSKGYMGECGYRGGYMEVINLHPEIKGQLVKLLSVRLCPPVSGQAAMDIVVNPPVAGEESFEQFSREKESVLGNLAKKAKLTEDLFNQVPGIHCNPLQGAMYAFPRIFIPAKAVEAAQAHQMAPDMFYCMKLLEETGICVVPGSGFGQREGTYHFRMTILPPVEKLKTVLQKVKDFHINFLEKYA
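Fluorescence of coupled pyruvate oxidase/HRP/Amplex Red system (50uM Amplex, 30 min, dark) reports pyruvate formed by GPT2. Enzyme reaction: 10ng/uL GPT2, 2mM L-alanine, 250uM a-KG, 30 min room temperature, pH 7.5; 50uM AOA control.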
Luciferase inh = Photinus pyralis luciferase inhibition; purified P. pyralis luciferase, luminescence, biochemical; Potency, µM (series often up to 115 µM), without a hit: at the highest dose activity change, negative = inhibition, most hits filed as inhibitors; hit rate 2.5% among 76,000; further: potency means the concentration at half of the fitted maximal effect; nearly all actives have a fitted effect of over 65% in size
Target sequence (P08659 whole entry, looked up): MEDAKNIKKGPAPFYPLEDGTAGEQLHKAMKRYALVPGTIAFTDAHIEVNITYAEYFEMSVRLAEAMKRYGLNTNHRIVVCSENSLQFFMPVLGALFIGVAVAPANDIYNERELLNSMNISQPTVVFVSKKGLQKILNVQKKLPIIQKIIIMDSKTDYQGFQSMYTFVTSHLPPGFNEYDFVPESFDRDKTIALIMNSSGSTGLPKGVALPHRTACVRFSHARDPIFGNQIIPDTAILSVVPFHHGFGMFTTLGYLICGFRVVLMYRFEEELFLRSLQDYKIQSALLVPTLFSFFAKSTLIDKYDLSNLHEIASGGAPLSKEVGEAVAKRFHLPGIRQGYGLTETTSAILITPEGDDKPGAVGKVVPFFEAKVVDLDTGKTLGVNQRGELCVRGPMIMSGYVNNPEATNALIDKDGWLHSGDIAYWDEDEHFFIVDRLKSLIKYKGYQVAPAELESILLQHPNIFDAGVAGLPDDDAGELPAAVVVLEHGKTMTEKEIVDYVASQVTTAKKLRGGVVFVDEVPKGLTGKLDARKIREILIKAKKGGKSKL
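Biochemical qHTS: compound (6-point titration) added to 10uM D-luciferin plus 10uM ATP in Tris acetate pH 7.5 buffer with Mg, Tween-20 and BSA, then purified enzyme at 10nM; light output imaged.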
HEK293 tox = HEK 293 cell cytotoxicity; HEK 293 viability, ATP luminescence (CellTiter-Glo), 48-72 h; Potency, µM (highest dose often 115 µM), without a hit: at the top dose activity change, negative = cytotoxicity, usual class: inhibitors; hit rate 6.6% among 94,000; further: potency means the concentration at half of the fitted maximal effect; nearly all actives have a fitted effect of over 60% in size
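HEK 293 cells seeded at 250 cells/well were exposed to compound for 48 or 72 hr at 37 degree Celsius. Viability taken as ATP content by CellTiter-Glo luminescence.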
IP6K1 inh = inhibitors of human IP6K1. IP6K1 kinase, ADP-Glo luminescence, 2 h; hits give low values. AID 1645851. hit rate 0.81% among 140,000. activity change, % (series mostly up to about 58 µM). Q92551; in the data active means activity change below about -25%
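ADP-Glo luminescence measures ADP made by human IP6K1 during a 2 h RT reaction with ATP/IP6 (mix at 1.3 mM/130 uM); top library doses 57.5 and 19.1 uM final.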
NIH3T3 tox = cytotoxic compounds in NIH 3T3 cells. NIH 3T3 viability, CellTiter-Glo ATP luminescence, 48-72 h. Potency, µM (top dose mostly 96.7 µM), inactives show at the highest dose activity change, negative = cytotoxicity, hits mostly inhibitors. hit rate 4.3% among 94,000. AID 1345082; further: potency means the concentration at half of the fitted maximal effect; nearly all actives have a fitted effect of over 55% in size
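Luminescent ATP readout (CellTiter-Glo, 10 min RT) after 48 or 72 hr compound exposure of NIH 3T3 cells seeded at 400 cells/well in 1536-well format; quantitative HTS.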
SNCA expr inhib = reduces expression of the alpha-synuclein gene | HEK-293 SNCA-luciferase knock-in, luminescence, 24 h | Potency, µM (highest dose often 57.2 µM), inactives show at the top dose activity change, negative = inhibition, hits mostly inhibitors | AID 1671194 | hit rate 0.17% among 140,000;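 further: potency means the concentration at half of the fitted maximal effect; plate controls were DMSO cells for no effect and cell-free wells for full effect; nearly all actives have a fitted effect of over 45% in size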
SNCA viab count = reduces viability of HEK-293 SNCA reporter cells. HEK-293-SNCA-luc viability, GF-AFC fluorescence, 24 h. Potency, µM (highest dose often 57.1 µM), inactives show at the top dose activity change, negative = cytotoxicity, usual class: cytotoxic. hit rate 0.12% among 150,000;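 further: potency means the concentration at half of the fitted maximal effect; 0% = DMSO-treated cells and -100% = medium-only wells without cells; nearly all actives have a fitted effect of over 30% in size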
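HEK-293-SNCA-luc cells (1500/well) plated 24 h, then exposed 24 h to a dilution series; GF-AFC added 30 min at 37C, fluorescence 405/540 nm; normalised to medium-only and DMSO wells, Hill fit.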
Starred values were filed as active, the others as inactive; i = inactive; ? = inconclusive; nt = not tested or not shown; ! = not active in a repeat; [ ] = another dose, or the depositor's remark. Unless noted, the call rests on the fitted dose curve; in most records, active means well fitted curve in the direction sought with a large enough effect; inconclusive means small, poorly fitted or top-dose-only effect, or another doubt; inactive means no such curve, though single readings can be large; an effect the other way counts as inactive or inconclusive. Unless noted, on the % scale 0 is the no-effect control and ±100 the full control effect.

SMILES	GPT2 inh	Luciferase inh	HEK293 tox	IP6K1 inh	NIH3T3 tox	SNCA expr inhib	SNCA viab count
COc1cccc(-c2cc(C(F)(F)F)nc(-n3nc(C)c(Br)c3C)n2)c1	nt	nt	nt	10	nt	?	-1%
Cc1ccc(C)c(N2CCN(C(=O)CN3C(=O)CSc4c3c(C)nn4-c3ccccc3)CC2)c1	nt	nt	nt	-9	nt	37%[activator]	-6%
Cc1csc(NC(=O)C2CC(=O)N(c3n[nH]c4ccccc34)C2)n1 (stereo not given)	-11%	-12%	-19%	-4	-11%	-5%	-4%
COc1ccc(NC(=O)[C@H](Cc2ccccc2)N2Cc3ccccc3C2=O)cc1OC	nt	nt	nt	-16	nt	1%	1%
COc1ccc(NC(=O)c2c(NCc3cccs3)sc3c2CCCCC3)cc1	nt	nt	nt	4	nt	41%[activator]	-27%
CCOc1ccc(NC(=O)CSc2c3c(nc4ccccc24)CCCC3)cc1	nt	nt	nt	-1	nt	28µM*	?
CC(C)(C)OCC1CN(Cc2cccc(F)c2)[S+](=O)([O-])c2cccnc2O1 (stereo not given)	-2%[27.3 µM]	nt	?	3	-28%[46.1 µM]	-19%[25.6 µM]	0%[23.9 µM]
CC(C)C(=O)Nc1ccc(C2(C(=O)NCc3cccs3)CCCCC2)cc1	i	11%	?	-2	32µM*	8%	3%
COC(=O)[C@@H]1Cc2ncn(C)c2CN1C(=O)CC(C)(C)C	3%[88.5 µM]	5%[230 µM]	-15%[230 µM]	-6	-20%[230 µM]	9%[87.6 µM]	-3%[87.6 µM]
COC[C@H]1CCCN1C(=O)C[C@@H]1O[C@H](CNC(=O)C2CC2)[C@@H](O)[C@H]1O	-3%[88.5 µM]	0%[172 µM]	-2%[172 µM]	12	-5%[174 µM]	-5%[87.6 µM]	3%[87.6 µM]
CC(=O)c1ccc(NC(=O)N2Cc3[nH]cnc3C[C@H]2c2nc(-c3ccccc3)no2)cc1	i	7%[172 µM]	0%[172 µM]	24	-6%[138 µM]	8%[87.6 µM]	5%[87.6 µM]
Cc1ccc(Nc2c3c(nc4nncn24)CCC3)cc1C	nt	nt	nt	21	nt	0%	9%
CC1(C)C(=O)N(CC(=O)Nc2cccc(F)c2)c2ccc(S(=O)(=O)N3CCCCC3)cc21	nt	nt	nt	-3	nt	?	-6%
COc1ccc(-n2c(=O)c3c(C)c(C)sc3n(Cc3ccc(F)cc3)c2=O)c(OC)c1	nt	nt	nt	9	nt	-29%	?
CCC1CN(C(=O)N2CCC(C(=O)NCc3cccc(F)c3)CC2)c2cc(C)ccc2O1 (stereo not given)	nt	nt	nt	7	nt	?	?
COC(=O)C1=CO[C@@H](O[C@@H]2O[C@H](CO[C@@H]3O[C@H](COC(=O)/C=C/c4ccc(O)cc4)[C@@H](O)[C@H](O)[C@H]3O)[C@@H](O)[C@H](O)[C@H]2O)[C@@H]2C(CO)=CC[C@H]12	i	nt	nt	4	nt	nt	-7%[23.9 µM]
O=C(CC1CCCC1)N1C[C@@H](CO)[C@@H]2Oc3c(F)cccc3[C@@H]21	nt	nt	?	5	?	nt	nt
CC(C)c1noc(C2CCCN(S(=O)(=O)c3ccccc3)CCC(=O)NCC2)n1 (stereo not given)	4%	3%	i	12	-10%	-9%	-1%
Cc1cnc(-c2cccnc2)n1C1CCCN(C(=O)C2(c3ccccc3)CC2)C1 (stereo not given)	i	-10%	-19%	-10	-22%	-14%	-11%
COc1ccc(Br)cc1C(=O)Nc1ccc(-c2nc3ncccc3o2)cc1C	nt	nt	nt	-3	nt	-21%	4%
Cc1ncc(CC(=O)NCc2ccc3[nH]c(-c4ccccc4F)c(C)c3c2)c(=O)[nH]1	i	13µM*	?	-5	?	85%[activator]	4%
O=C(NCc1cccnc1)C1CCc2nnc(-c3ccc(Cl)nc3)n21 (stereo not given)	-14%	nt	i	7	i	-8%	0%
CCc1nc2c(c(-c3ccc(OC)cc3)n1)CN(C(=O)c1ccccc1OC)CC2	i	nt	i	2	?	-16%	-13%
O=C(C1CCCC1)N1CCC(c2noc(CO)n2)C1 (stereo not given)	5%	0%	-18%	-3	-10%	3%	-7%
CC(=O)Nc1ccc(Nc2ncnc3c2c(-c2ccccc2)cn3-c2ccc(C)c(Cl)c2)cc1	nt	nt	nt	13	nt	?	-6%

Later entries.
SMILES	GPT2 inh	Luciferase inh	HEK293 tox	IP6K1 inh	NIH3T3 tox	SNCA expr inhib	SNCA viab count
CCN(CC)C(=S)SSC(=S)N(CC)CC	11µM*!	nt	nt	-56*!	nt	?	?
COc1ccc2c(c1)CN(CC1CC1)C(=O)CCN2C(=O)C1CCC1	nt	nt	-24%	15	?	nt	nt
CC(C)CN1C(=O)c2cccn2CC1C(=O)NCCCN1CCOCC1 (stereo not given)	4%	6%	-7%	-2	-22%	6%	1%
COc1ccc2c(c1)C(CN1CCN(CC(=O)OC(C)(C)C)CC1)=CC(C)(C)CO2	nt	nt	?	29	?	nt	nt
COc1cccc(CC(=O)NCC2Cn3cccc3C(=O)N2CC(C)C)c1 (stereo not given)	i	6%	-18%	17	-18%	20%	8%
CCOC(=O)N1CCN(C(=O)Cn2ncc3c4ccccc4n(Cc4ccc(F)cc4)c3c2=O)CC1	nt	nt	nt	7	nt	?	-15%
COc1ccc2nc(C[C@@H]3C[C@@H](C(C)C)[C@H](CNCc4ccccc4OC)C=C3C)[nH]c2c1	0%	-8%	20µM*	13	28µM*	?	?
CCc1[nH]nc(C(=O)N2C[C@@H](CN3CCCCCC3)[C@@H](CO)C2)c1C	3%	-7%	-5%	1	4%	3%	-4%
O=C(Oc1ccc(F)cc1)c1nc(SCc2ccc(F)cc2)ncc1Cl	nt	nt	nt	-16	nt	17%	6%
CCOc1ccccc1NC(=O)NC1CCN(C(=O)N2CC3CC(C2)[C@H]2CCCC(=O)N2C3)CC1 (stereo not given in full)	i	1%	?	1	-9%	?	-4%
CC1(c2ccccc2)N(Cc2ccccc2C#N)C(=O)OC12CCN(C(=O)CCc1cccnc1)CC2 (stereo not given)	-38%	1%	2%	4	?	13%	-3%
CC(C)CCN1CCOc2cc(C(=O)Nc3ccc4cn[nH]c4c3)ccc2C1	2%[88.5 µM]	?	89µM*	-1	?	3%[87.6 µM]	-14%[87.6 µM]
N#Cc1ccc(C(=O)Nc2ccc([C@@H](O)[C@H]3COCC(=O)N3Cc3ccccc3F)cc2)cc1	-9%	-7%	?	-9	-28%	-19%	-9%
COc1ccccc1OCCCn1c(C2CC(=O)N(c3ccccc3Cl)C2)nc2ccccc21 (stereo not given)	nt	nt	nt	2	nt	-29%	?
Cc1ccc(C(=O)N2CCc3nc(C(C)C)nc(-c4ccc(O)cc4)c3CC2)cc1	i	8%	-7%	2	-12%	-7%	-28%
Cc1cc(C(=O)N2C[C@@H](CO)[C@H](c3ccccn3)C2)on1	i	-5%	-16%	9	-4%	5%	0%
CCc1ccc(NC(=O)CSc2ccc(-c3cccs3)nn2)cc1	nt	nt	nt	-3	nt	24%	3%
Cc1ccc(-c2cc(C(=O)NCc3ccccc3)c3c(-c4ccc(C)cc4)[nH]nc3n2)cc1	nt	nt	nt	-15	nt	9%	-14%
NC(=O)CC1=C2CCCCC2N(Cc2ccccc2)C1=O (stereo not given)	i	-10%	3%	4	i	8%	2%
CN1C(=O)C(CC(=O)NC2CCCCC2)Sc2ncccc21 (stereo not given)	?	0%	0%	7	i	?	9%
CC(C)CCCC1CN(C(=O)CCN2CCCO2)CCO1 (stereo not given)	i	-6%	-24%	1	-7%	-4%	10%
COc1ccc(N2CCN(C(=O)c3cc4c(=O)oc5ccc(C)cc5c4s3)CC2)cc1	nt	nt	nt	15	nt	-14%	15%
Cc1ccc(-c2nc(CNC(=O)C(C)CN)[nH]c2-c2ccccn2)cc1 (stereo not given)	-20%	-1%	?	0	-21%	-7%	1%
Cc1cc2c(c(=O)[nH]1)OC(C(O)CC(C)C)O2 (stereo not given)	?	nt	nt	-12	nt	nt	-6%
CCCNC(=O)N1Cc2ccccc2OC2(CCN(C)CC2)C1	i	-13%	1%	0	-11%	?	-6%

Nine of the compounds above, with values under each structure:
Values run as follows: GPT2 inh | Luciferase inh | HEK293 tox | IP6K1 inh | NIH3T3 tox | SNCA expr inhib | SNCA viab count
CCc1ccc(NC(=O)CSc2ccc(-c3cccs3)nn2)cc1
  nt | nt | nt | -3 | nt | 24% | 3%
Cc1ccc(-c2cc(C(=O)NCc3ccccc3)c3c(-c4ccc(C)cc4)[nH]nc3n2)cc1
  nt | nt | nt | -15 | nt | 9% | -14%
NC(=O)CC1=C2CCCCC2N(Cc2ccccc2)C1=O (stereo not given)
  i | -10% | 3% | 4 | i | 8% | 2%
CN1C(=O)C(CC(=O)NC2CCCCC2)Sc2ncccc21 (stereo not given)
  ? | 0% | 0% | 7 | i | ? | 9%
CC(C)CCCC1CN(C(=O)CCN2CCCO2)CCO1 (stereo not given)
  i | -6% | -24% | 1 | -7% | -4% | 10%
COc1ccc(N2CCN(C(=O)c3cc4c(=O)oc5ccc(C)cc5c4s3)CC2)cc1
  nt | nt | nt | 15 | nt | -14% | 15%
Cc1ccc(-c2nc(CNC(=O)C(C)CN)[nH]c2-c2ccccn2)cc1 (stereo not given)
  -20% | -1% | ? | 0 | -21% | -7% | 1%
Cc1cc2c(c(=O)[nH]1)OC(C(O)CC(C)C)O2 (stereo not given)
  ? | nt | nt | -12 | nt | nt | -6%
CCCNC(=O)N1Cc2ccccc2OC2(CCN(C)CC2)C1
  i | -13% | 1% | 0 | -11% | ? | -6%

Following part:
SMILES	GPT2 inh	Luciferase inh	HEK293 tox	IP6K1 inh	NIH3T3 tox	SNCA expr inhib	SNCA viab count
C[C@@H]1CN(C(=O)c2ccc(Cn3cnnn3)cc2)C[C@@]1(O)C1CCC1	-2%	-10%	-10%	17	-16%	-23%	7%
Cn1ncc2c(N3CCN(c4ccccc4F)CC3)ncnc21	nt	nt	nt	-15	nt	11%	-8%
Cc1ccc(OCC(=O)N2CC(C(=O)NCCc3ccncc3)C3(CCOCC3)C2)cc1 (stereo not given)	i	-6%	-1%	-4	i	21%	2%
COc1ccc(Cn2ccnc2SCC(=O)NCc2ccccc2)cc1	nt	nt	nt	-19	nt	-25%	-5%
CCN(C1CCOCC1)C1CN(C(=O)c2cnccn2)C1	i	3%	-8%	10	-15%	-6%	5%
O=C(c1ccccn1)N1CCC2(CC1)CN[S+](=O)([O-])c1ccccc1N2	-23%	-7%	-16%	14	-3%	-1%	9%

Compound activity from PubChem.

This is a subset; count on the stated rates, not on these rows.
